High-throughput results as filed in PubChem BioAssay.
CAL PDZ FP-1 = CAL PDZ peptide-binding inhibitors, primary screen, biochemical, fluorescence polarization, Cer-tagged CAL PDZ, HTS. Golgi-associated PDZ and coiled-coil motif-containing protein (Homo sapiens), Q9HD26. purified CAL PDZ, TMR-peptide fluorescence polarization, 1 h. inhibition, % at 20 µM. actives 0.02% (n = 330,000). AID 504414, 2011;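 active means highest replicate inhibition of at least 40%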;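 further: plate controls were DMSO neutral control wells for no effect and unlabeled competitor peptide control wells for full effect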
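Assay system – tagged CAL PDZ protein CerCALP, purified · Timing – 1 h at RT · Compound – single point, 20 µM · Measured by – fluorescence polarization from S- and P-plane intensities, G-factor corrected · Evaluation – inhibition from polarization loss · Probe or stimulus – TMR reporter peptide T*-PRC34 · Buffer or medium – pH 7.4 phosphate-saline buffer, reducing agent, detergent, IgG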
Pemphigus Ab inh = inhibitors of pemphigus antibody binding to DSG3, primary screen, biochemical, bead-based, flow cytometry, scFv-GFP | Desmoglein-3 (Homo sapiens), P32926 | DSG3-coupled beads, scFv-anti-DSG3-GFP binding; stronger effect = lower value | binding (percent of control), % at 10 µM | actives 0.48% (n = 310,000) | AID 588358, 2011;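 active means binding more than 3 SD below its plate's average and above zero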;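 further: hits lower antibody fragment binding to DSG3; some compounds called inactive have numbers as strong as hits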
Cardiac RTF inh = cardiac RTF calcium sensitivity inhibitors, primary screen, biochemical, IANBD-TnC fluorescence, EC70 calcium; inhibition, % at 7.15 µM; IANBD-labeled cardiac RTF, Ca2+ fluorescence; Troponin I, cardiac muscle (Homo sapiens) + Troponin T, cardiac muscle (Homo sapiens) + …; AID 493244, 2011; actives 0.12% (n = 340,000);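 active means inhibition above the mean inhibition of all tested compounds plus 3 SD, cut at about 17% in these data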;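 further: assay run at fixed EC70 calcium of 1.6 mM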
DAGLB inhibitor = DAGLB lipase inhibitors, primary screen, biochemical, fluorescence, HTS. Diacylglycerol lipase-beta (Homo sapiens), Q8NCG7. HEK293T DAGLB membrane lysate, EnzChek fluorogenic substrate. inhibition, % at 5.17 µM. actives 0.059% (n = 340,000). AID 504411, 2011; in the data active means inhibition above about 34%;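 further: 0% = enzyme with vehicle and 100% = wells lacking enzyme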
Keap1-Nrf2 PPI = Keap1-Nrf2 protein-protein interaction inhibitors, primary screen, biochemical, fluorescence polarization, single point | Kelch-like ECH-associated protein 1 (Homo sapiens), Q14145 | Keap1 Kelch-Nrf2 peptide fluorescence polarization, 1536-well | inhibition, % at 9.4 µM | actives 0.15% (n = 340,000) | AID 504523, 2011; in the data active means inhibition above about 12%;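 further: human Keap1 Kelch domain with fluorescein labeled Nrf2 9mer peptide probe; 0% = neutral control wells and 100% = peptide positive control; higher means more block of Keap1 binding to Nrf2 peptide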
Target sequence (Q14145 whole entry, looked up, the tested form may be a part): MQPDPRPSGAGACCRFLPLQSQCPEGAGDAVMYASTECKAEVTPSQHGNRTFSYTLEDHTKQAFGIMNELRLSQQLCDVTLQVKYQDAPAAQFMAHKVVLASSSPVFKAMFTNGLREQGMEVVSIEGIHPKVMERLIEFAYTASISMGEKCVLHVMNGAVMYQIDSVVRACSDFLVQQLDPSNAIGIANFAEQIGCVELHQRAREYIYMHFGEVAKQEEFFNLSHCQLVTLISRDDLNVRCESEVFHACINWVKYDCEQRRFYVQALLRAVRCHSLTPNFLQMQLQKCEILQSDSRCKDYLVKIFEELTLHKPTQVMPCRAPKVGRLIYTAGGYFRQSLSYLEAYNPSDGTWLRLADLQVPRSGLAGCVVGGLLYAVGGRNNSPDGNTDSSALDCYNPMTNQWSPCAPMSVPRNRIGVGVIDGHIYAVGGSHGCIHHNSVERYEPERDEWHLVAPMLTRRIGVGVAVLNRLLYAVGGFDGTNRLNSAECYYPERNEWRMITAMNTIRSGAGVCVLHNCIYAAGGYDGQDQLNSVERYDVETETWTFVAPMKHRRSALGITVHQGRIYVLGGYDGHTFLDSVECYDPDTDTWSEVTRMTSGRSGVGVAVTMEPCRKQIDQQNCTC
Arrestin-AP2 inh = inhibitors of beta-arrestin/AP2 binding, primary screen, biochemical, GPCR trafficking, flow cytometry | beta-arrestin 1 C-terminal peptide binding to AP2 beta2-adaptin appendage (human) | FITC-arrestin peptide / GST-AP2 beads; AP2 beta2 appendage carries R879A mutation | inhibition, % at 10 µM | actives 0.31% (n = 340,000) | AID 504490, 2011;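 active means inhibition above a set limit, near 3 SD of compounds lacking own fluorescence, cut at about 54% in these data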;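 further: plate controls were DMSO wells for no effect and 5 µM unlabelled arrestin peptide for full effect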
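System: GST-AP2 R879A bound to glutathione beads, E. coli-expressed. Also added: 50 nM FITC-arrestin peptide. Schedule: compound with beads 12 min RT, then probe 1 h RT. Signal: bead flow cytometry, FITC channel. Read-out basis: percent response.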
CAL PDZ FP-2 = untagged CAL PDZ binding inhibitors, primary screen, biochemical, fluorescence polarization, HTS; AID 602252, 2012; Golgi-associated PDZ and coiled-coil motif-containing protein (Homo sapiens), Q9HD26; actives 0.92% (n = 300,000); purified CAL PDZ, TMR-peptide fluorescence polarization, 1 h; inhibition, % at 24.9 µM;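 active means mean inhibition of at least 30% with at least half of replicates also reaching 30%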;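 further: 0% = DMSO neutral control and 100% = excess unlabeled competitor peptide PRC23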
V-ATPase pH = regulators of yeast V-ATPase proton pumping, primary screen, pHLuorin cytosolic pH fluorescence | AID 504577, 2011 | S. cerevisiae | actives 0.37% (n = 350,000) | response, % at 10 µM; in the data active means response mostly above about 7.3%, no sharp cut-off; inactive means mostly below about 5.4%; further: actives read high; inactives centre near 0; some compounds called inactive have numbers as strong as hits; reference of the scale not given here
NSD2 inh = NSD2 histone methyltransferase inhibitors, primary screen, biochemical, AlphaScreen, single concentration, set 2; inhibition, % at 12.5 µM; actives 0.54% (n = 310,000); NSD2 peptide methylation, 120 min; Histone-lysine N-methyltransferase NSD2 (Homo sapiens), O96028; AID 743445, 2014; in the data active means inhibition above about 50%
C-LANA FP = inhibitors of KSHV C-LANA binding to DNA, primary screen, biochemical, fluorescence polarization, FAM-LBS DNA, MBP-C-LANA, single point. Kaposi's sarcoma herpesvirus LANA C-terminal domain (residues 932-1162) DNA binding. inhibition, % at 9 µM. actives 0.078% (n = 340,000). AID 504423, 2011;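 active means highest replicate inhibition at or above 60% at 9 µM, even if other replicates fall short; inactive means all replicates below 60% inhibition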;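 further: 0% = neutral control wells and 100% = 4 µM acridine orange control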
An asterisk follows results filed as active; . = not tested or not shown.

SMILES	CAL PDZ FP-1	Pemphigus Ab inh	Cardiac RTF inh	DAGLB inhibitor	Keap1-Nrf2 PPI	Arrestin-AP2 inh	CAL PDZ FP-2	V-ATPase pH	NSD2 inh	C-LANA FP
CCOc1cc(C2NN=C(c3ccccc3)S2)ccc1OCc1ccc(F)cc1 (configuration not stated)	0.2	102	1	1	2	-4	0	0	.	-1.2
O=C(c1ccc2c3c(cccc13)CC2)C1CCCN(C(=O)c2cccnc2)C1 (configuration not stated)	-2.5	99	-31	-1	-4	1	-2	2	2	0.4
CC1CCCCN1S(=O)(=O)c1ccc(S(=O)(=O)N2CCN(c3ccc(F)cc3)CC2)cc1 (configuration not stated)	-0.8	102	1	-4	-5	3	-3	1	0	0.4
CCc1ccccc1S(=O)(=O)Cc1ccc(C(=O)NC(C)C)o1	0.3	113	-3	2	-2	0	.	1	.	-0.1
CN(C)Cc1nc2ccccc2c(=O)n1Cc1nc(-c2cccc([N+](=O)[O-])c2)cs1	-0.7	101	-11	-1	-5	-5	2	3	1	0.4
CCCCN(C(C)=O)c1ccc(S(=O)(=O)NC2=NCCCCC2)cc1NC(C)=O	-0.2	.	-2	-3	-1	-2	-4	-6	6	0.5
CCC(C)(C)NC(=O)C(c1ccco1)N(C(=O)CNC(=O)c1cccs1)c1cccnc1 (configuration not stated)	-1.9	114	-9	5	-3	32	-2	3	-4	0.0
COc1ccc(S(=O)(=O)Cc2ccccc2)cc1N	-1.5	110	-3	7	-1	14	.	5	-1	-0.1
Cn1nnnc1Sc1ncnc2scc(-c3ccsc3)c12	-1.1	100	8	1	-9	7	-1	-1	.	-2.7
CC(C)C[C@@H](C(=O)NC1CC1)N1C(=O)N2CCc3c([nH]c4ccccc34)[C@@]2(C)C1=O	0.7	107	-6	2	-6	1	1	-7	.	-1.6
CN(C(=O)COC(=O)COc1ccc(Cl)cc1)C1CCCCC1	-1.1	107	7	-6	0	2	-2	4	0	-0.2
O=C(NCCCn1ccnc1)C(=O)NCC1OCCN1S(=O)(=O)c1cc(F)ccc1F (configuration not stated)	-0.4	84	6	0	1	20	-3	-2	.	0.0
CN(C)c1ccc(NC(=O)CSc2nc(N)c(C(=O)Nc3ccc(N(C)C)cc3)s2)cc1	-2.0	70	1	5	2	20	1	-4	-2	-0.5
O=C(CSc1ncn[nH]1)N1N=C2/C(=C/c3ccco3)CCCC2C1c1ccco1 (configuration not stated)	-3.0	99	-12	0	-5	-5	-5	-2	4	1.6
CCCC(C)C(=O)N(Cc1ccccc1)c1ccccn1 (configuration not stated)	-0.1	101	-6	-1	-5	6	-5	-1	0	0.8
CCN(CC)C(=O)C[n+]1ccc(C(N)=O)cc1	-0.2	101	3	2	1	-1	5	2	-1	1.7
COc1ccc(-c2c([C@H]3[C@H]4C=CC[C@@H](C)[C@@H]4C(=O)N3Cc3ccccc3)ccc3ccccc23)cc1	0.2	98	-3	-17	0	4	3	8	.	0.9
CCOc1ccc(NC(=O)CN2CCN(CC(=O)Nc3ccc(F)c(F)c3)CC2)cc1	-9.6	107	-15	-1	5	-19	-3	-4	-1	1.0
CN(Cc1ccccc1)c1nc2c(c(=O)[nH]c(=O)n2C)n1CCSc1nc2ccccc2[nH]1	-2.0	.	-3	1	1	9	-4	-4	-2	-0.3
Cc1ccc(S(=O)(=O)N2CCC(C(=O)N3CCC3)CC2)cc1	1.1	103	-8	1	-2	54*	-3	0	-1	-0.4

Continued, overlapping the part above by 7 compounds.
SMILES	CAL PDZ FP-1	Pemphigus Ab inh	Cardiac RTF inh	DAGLB inhibitor	Keap1-Nrf2 PPI	Arrestin-AP2 inh	CAL PDZ FP-2	V-ATPase pH	NSD2 inh	C-LANA FP
O=C(CSc1ncn[nH]1)N1N=C2/C(=C/c3ccco3)CCCC2C1c1ccco1 (configuration not stated)	-3.0	99	-12	0	-5	-5	-5	-2	4	1.6
CCCC(C)C(=O)N(Cc1ccccc1)c1ccccn1 (configuration not stated)	-0.1	101	-6	-1	-5	6	-5	-1	0	0.8
CCN(CC)C(=O)C[n+]1ccc(C(N)=O)cc1	-0.2	101	3	2	1	-1	5	2	-1	1.7
COc1ccc(-c2c([C@H]3[C@H]4C=CC[C@@H](C)[C@@H]4C(=O)N3Cc3ccccc3)ccc3ccccc23)cc1	0.2	98	-3	-17	0	4	3	8	.	0.9
CCOc1ccc(NC(=O)CN2CCN(CC(=O)Nc3ccc(F)c(F)c3)CC2)cc1	-9.6	107	-15	-1	5	-19	-3	-4	-1	1.0
CN(Cc1ccccc1)c1nc2c(c(=O)[nH]c(=O)n2C)n1CCSc1nc2ccccc2[nH]1	-2.0	.	-3	1	1	9	-4	-4	-2	-0.3
Cc1ccc(S(=O)(=O)N2CCC(C(=O)N3CCC3)CC2)cc1	1.1	103	-8	1	-2	54*	-3	0	-1	-0.4
CCOC(=O)c1sc(=NC(=O)c2ccc(OC(C)C)cc2)n(C)c1C	0.2	.	-2	-7	2	5	6	-1	43	0.0
CCN(CC)S(=O)(=O)c1ccc(C)c(NC(=S)NC2CCCCC2)c1	0.1	99	2	0	2	-2	-4	0	-9	0.9
CCOC(=O)N1CCC(NC(=O)c2cnc3n(c2=O)CCS3)CC1	1.3	100	-5	-1	-15	15	3	5	.	-0.2
O=C(Cc1cccs1)NCc1cccc(CNC(=O)Cc2cccs2)c1	-1.6	90	3	-2	-2	6	1	0	-1	-1.8
CCCCn1c(N)c(N(CCOC)C(=O)CSCc2c(C)noc2C)c(=O)[nH]c1=O	-1.7	.	-1	-1	-2	-1	0	4	-1	-2.7
COc1ccccc1N=C1SC(C(=O)Nc2cccc(Cl)c2Cl)C(N)=C1C(N)=O (configuration not stated)	-2.0	96	-9	-2	-3	3	-3	-2	-1	-1.9
COC(=O)c1c(NC(=O)CC2Nc3ccccc3NC2=O)sc(C)c1C (configuration not stated)	-2.6	127	-3	2	-3	0	-4	-23	0	0.6
COCCCN1C(=O)C(O)=C(C(=O)c2ccco2)C1c1ccc(Br)cc1 (configuration not stated)	-0.7	103	7	-3	0	-1	-4	-4	1	2.2
COc1ccc(N2C(=O)[C@@H]3[C@H](C2=O)[C@H]2c4ccccc4C=CN2[C@@H]3C(C)=O)cc1	-0.3	99	-10	-1	0	12	3	2	14	8.0
O=C(N/N=C/c1ccc[nH]1)c1ccncc1	-1.0	103	-3	-2	-2	38	-3	0	-2	0.4
N#C/C(C(=O)Oc1ccccc1)=C1\C=CC=CN1	-0.2	105	-15	-1	2	2	-2	-1	0	1.1
CCOC(=O)C1CCN(C(=O)C2CCN(S(=O)(=O)N3CCC4(CC3)OCCO4)CC2)CC1	-2.0	96	-6	-1	1	2	-2	-1	6	0.9
O=C(N/N=C/c1cn(-c2ccccc2)nc1-c1cc2ccccc2o1)c1ccccc1Br	-1.3	90	-9	1	-6	4	-2	0	0	0.5
Cc1ccc2c(CN3CCN(CCO)CC3)cc(=O)oc2c1C	0.8	103	-4	1	3	2	-5	0	2	-2.2
O=C(COc1ccc(F)cc1)N(CC1=CCS(=O)(=O)C1)c1ccccc1	.	94	-3	-3	-7	-4	-2	5	-6	1.8
O=C(c1ccccc1F)N(NC(=O)C(O)(c1ccccc1)c1ccccc1)c1ccccc1	-1.5	125	1	-2	3	87*	0	4	2	5.1
FC(F)(F)c1cc(-c2cccs2)nc2ncnn12	.	94	0	1	-3	3	5	-2	-3	-4.0
Cc1nonc1C1CCCN1Cc1nc(-c2ccccc2Cl)oc1C (configuration not stated)	-0.4	102	1	-3	-3	5	1	1	-1	-2.6
CC(=O)c1ccc(NS(=O)(=O)c2ccc(-c3cnc(C4CC4)o3)cc2)cc1	-2.0	.	0	1	-4	-13	-4	-1	3	0.6
Cc1cccc(C(=O)NC2CCN(CC(=O)N3CCOCC3)CC2)c1	1.3	.	4	0	2	30	-7	4	.	-0.1
COC(=O)c1c(-c2ccc(C)cc2)csc1N	-0.2	112	-3	2	-8	2	-1	6.8*	.	-1.8
CC(NC(=O)c1cc(-c2ccncc2)nc2ccc(Br)cc12)C1CCCO1 (configuration not stated)	-1.8	105	-4	3	-2	-5	45*	5	1	0.3
O=C(CCC(=O)N1CCN(S(=O)(=O)c2ccccc2Cl)CC1)c1ccccc1	0.0	101	-19	2	-1	-9	-2	3	1	-0.6
CCc1ccc(Cn2nnc(C(=O)Nc3cccc(C)c3)c2N)cc1	0.3	99	-1	-4	0	2	.	4	.	0.4
COc1ccc([N+](=O)[O-])cc1NC(=O)c1cn(-c2ccc(C)c(C)c2)c(=O)c2ccccc12	-0.7	98	-1	-3	-2	4	-5	3	-2	0.8
Cc1nc(NCc2ccco2)c2c3c(sc2n1)CCC3	-0.5	.	-8	-3	-8	-8	-5	-2	6	0.3
Cc1ccc(C(=O)C(C)OC(=O)Cc2n[nH]c(=O)c3ccccc23)cc1C (configuration not stated)	-0.6	113	1	-1	-1	3	-22	-1	0	1.1
CO[C@@]12[C@@H]3N[C@@H]3CN1C1=C(C(=O)C(N)=C(C)C1=O)[C@@H]2COC(N)=O	-1.3	80	-2	2	-5	-10	-5	4	5	-2.0

Some of the compounds tested; the hit share may differ from the screen's.
